HKDC1 inhibitor: HKDC1 hexokinase inhibitors, primary screen, biochemical, fluorescence, uHTS; Q2TB90; recombinant HKDC1, G6PDH/diaphorase resazurin coupled fluorescence; inhibition, % at 20 µM; hit rate 0.16% among 340,000;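 active = inhibition above about 35% when tested at 20 µM, limit read from the data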;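 also: plate controls were DMSO wells with enzyme for no effect and DMSO wells lacking enzyme for full effect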
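Assay system: in-house recombinant HK5 (HKDC1) enzyme. Input: HKDC1 at 5 µg/mL. Medium: Tris pH 8.0 buffer with MgCl2, Tween-20, BSA, BME. Dosing: single 20 µM dose. Schedule: 90 min reaction incubation at room temperature, dark. Signal: resazurin-to-resorufin fluorescence via G6PDH and diaphorase coupling, 525/613 nm. Controls: DMSO-enzyme wells negative, buffer-substituted wells positive.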
SENP6 block: SENP6 protease inhibitors, primary screen, biochemical, luminescence, uHTS; inhibition, % at 10 µM; AID 2599, 2010; Recombinant SENP6 catalytic domain, aminoluciferin luminescence; Sentrin-specific protease 6 (Homo sapiens), Q9GZR1; hit rate 1.8% among 330,000;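 active = inhibition above about 50% at the single tested dose, limit read from the data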;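 also: plate controls were DMSO wells with enzyme for no effect and DMSO wells lacking enzyme for full effect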
Target sequence (Q9GZR1 628-1112 limits assumed): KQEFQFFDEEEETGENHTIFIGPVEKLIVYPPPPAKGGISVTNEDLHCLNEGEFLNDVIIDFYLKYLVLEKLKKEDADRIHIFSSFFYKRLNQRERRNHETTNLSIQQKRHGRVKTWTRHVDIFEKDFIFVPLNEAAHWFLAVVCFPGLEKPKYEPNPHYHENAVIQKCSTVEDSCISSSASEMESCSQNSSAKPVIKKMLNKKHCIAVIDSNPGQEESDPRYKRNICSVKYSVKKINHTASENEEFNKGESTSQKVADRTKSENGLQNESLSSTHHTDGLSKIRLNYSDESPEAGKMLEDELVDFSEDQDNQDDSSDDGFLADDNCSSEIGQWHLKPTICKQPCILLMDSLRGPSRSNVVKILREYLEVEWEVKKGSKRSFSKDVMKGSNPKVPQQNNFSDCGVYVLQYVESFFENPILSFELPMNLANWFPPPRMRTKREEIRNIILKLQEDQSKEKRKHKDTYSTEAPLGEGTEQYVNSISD
Apaf1 inhib: inhibitors of human Apaf-1 apoptosome, primary screen, biochemical, DEVD-Rh110 fluorescence, uHTS | Apoptotic protease-activating factor 1 (Homo sapiens), O14727 | reconstituted apoptosome caspase-3 activity | inhibition, % at 20 µM | hit rate 0.71% among 330,000 | AID 489030, 2010; active = inhibition of at least 40% at 20 µM;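 also: plate controls were DMSO wells for no effect and DEVD-CHO caspase inhibitor wells for full effect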
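Material: reconstituted apoptosome with Apaf-1, cytochrome c, caspase-9, procaspase-3, dATP; medium: pH 7.5 Hepes buffer with CHAPS, BSA, DTT; also added: cytochrome c and DEVD-Rh110 substrate; timing: 30 min plus 50 min, RT; signal: Rh110 fluorescence intensity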
SENP1 inh: human SENP1 catalytic domain inhibitors, primary screen, biochemical, FRET, uHTS; Sentrin-specific protease 1 (Homo sapiens), Q9P0U3; recombinant SENP1 catalytic domain, CyPet-SUMO1-YPet FRET cleavage; inhibition, % at 10 µM; hit rate 0.21% among 360,000;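 active = inhibition at least 30% at 10 µM, raw YFP signal under a set limit, fluorescence ratio 0.5 to 1.5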;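 also: 0% = enzyme with DMSO and 100% = no enzyme wells; some results filed as inactive read as strong as hits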
Target sequence (Q9P0U3 419-644 limits assumed): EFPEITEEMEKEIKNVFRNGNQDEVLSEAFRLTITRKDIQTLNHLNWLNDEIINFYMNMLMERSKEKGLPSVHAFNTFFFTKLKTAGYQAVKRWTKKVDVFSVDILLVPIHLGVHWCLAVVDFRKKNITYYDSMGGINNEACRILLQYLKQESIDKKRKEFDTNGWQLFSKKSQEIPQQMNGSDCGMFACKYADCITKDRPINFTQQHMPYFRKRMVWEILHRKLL
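Assay system: hSENP1 catalytic domain, recombinant. Amount: SENP1 enzyme, 20 pM final. Schedule: 50 min reaction, RT, dark. Technique: FRET, CFP and YFP emission. Control set: no-enzyme wells low, DMSO-plus-enzyme wells high control.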
PfG6PD inh: PfG6PD enzyme inhibitors, primary screen, biochemical, fluorescence intensity, uHTS. glucose-6-phosphate dehydrogenase-6-phosphogluconolactonase (Plasmodium falciparum 3D7). PfGluPho enzyme, NADPH resazurin-diaphorase fluorescence. inhibition, % at 20 µM. hit rate 0.78% among 350,000. AID 504690, 2011;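 active = inhibition reaching at least a set limit at 20 µM in the primary screen, cut at about 59% in these data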;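 also: 0% = DMSO wells with substrate and 100% = DMSO wells lacking glucose-6-phosphate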
SENP7 inh: SENP7 protease inhibitors, primary screen, biochemical, luminescence, uHTS. Sentrin-specific protease 7 (Homo sapiens), Q9BQF6. recombinant SENP7, Z-RLRGG-aminoluciferin luminescence, 40 min. inhibition, % at 5 µM. hit rate 1.5% among 330,000. AID 434973, 2010;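 active = inhibition above about 50% at the single test dose, limit read from the data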;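 also: plate controls were DMSO with enzyme for no effect and no enzyme buffer wells for full effect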
Target sequence (Q9BQF6 706-1050 limits assumed): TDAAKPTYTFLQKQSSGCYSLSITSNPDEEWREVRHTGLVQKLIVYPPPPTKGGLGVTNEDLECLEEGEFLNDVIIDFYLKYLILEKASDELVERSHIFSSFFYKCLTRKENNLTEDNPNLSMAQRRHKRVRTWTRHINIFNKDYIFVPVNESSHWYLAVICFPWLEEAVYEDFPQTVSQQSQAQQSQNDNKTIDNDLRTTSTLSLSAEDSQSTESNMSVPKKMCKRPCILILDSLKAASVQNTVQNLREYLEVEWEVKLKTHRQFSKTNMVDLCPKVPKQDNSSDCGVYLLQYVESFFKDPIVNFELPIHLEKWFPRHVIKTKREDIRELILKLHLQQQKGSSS
SENP8 block-1: human SENP8 protease inhibitors, primary screen, biochemical, fluorescence, Nedd8 protein substrate, uHTS; Sentrin-specific protease 8 (Homo sapiens), Q96LD8; recombinant SENP8; inhibition, % at 20 µM; hit rate 0.64% among 360,000; AID 602440, 2012; in the data active = inhibition mostly above about 40%, no sharp cut-off; inactive = mostly below about 27%
SENP8 block-2: SENP8 protease inhibitors, primary screen, biochemical, luminescence; AID 2540, 2010; purified SENP8, Z-RLRGG-aminoluciferin cleavage; hit rate 1.2% among 330,000; inhibition, % at 10 µM; Sentrin-specific protease 8 (Homo sapiens), Q96LD8; in the data active = inhibition above about 50%
Starred values were filed as active, the others as inactive; i = inactive; nt = not tested or not shown.

SMILES	HKDC1 inhibitor	SENP6 block	Apaf1 inhib	SENP1 inh	PfG6PD inh	SENP7 inh	SENP8 block-1	SENP8 block-2
O=C(O)CC(CC(=O)Nc1ccc(F)c(Cl)c1)c1ccc(Cl)cc1Cl (stereo not drawn)	-2	-4	2	3	2	-3	37	-3
CCCC(=O)NCc1nc2ccccc2n1C	-3	-26	-26	-1	-12	-6	-23	-16
O=C(CN1C(=O)NC(c2ccc(F)cc2)C1=O)NC1CCCCC1 (stereo not drawn)	-2	-13	0	4	7	-9	9	-13
O=C(NC1=NCCS1)C12CC3CC(CC(C3)C1)C2	-4	-11	4	0	5	-7	10	-2
O=C(COC(=O)c1ccc(Cl)nc1)NC(=O)c1ccccc1	2	-10	-6	2	-12	-20	2	-22
N#C/C(=C\c1cccs1)C(=O)NCc1cccnc1	3	-5	-10	2	-21	7	21	-3
Cc1cccc(C2=N/C(=C\c3cccnc3)C(=O)O2)c1	4	-10	4	3	14	1	23	-6
Cc1ccc(/C=N/NC(=O)c2cccc(S(=O)(=O)Nc3ccccc3Cl)c2)o1	-2	-8	4	2	0	11	-30	-11
Cc1c(N=C2NN=C(c3ccc(Cl)cc3)CS2)c(=O)n(-c2ccccc2)n1C	4	-14	15	3	24	-17	16	-8
CC1CCCCN1C(=O)CSc1nnc(-c2cccnc2)o1 (stereo not drawn)	-9	7	-4	2	-12	-3	8	8
COc1ccc(C(=O)NCC(=O)OCC(=O)N2CC(C)OC(C)C2)cc1OC (stereo not drawn)	-4	-9	5	-6	2	7	-9	1
Cc1ccc(CN2CCNC(=O)C2CC(=O)N(C)C2CCCCC2)cc1 (stereo not drawn)	5	-5	10	-13	-28	-1	-72	-3
CC1(CC(=O)N/N=C/c2ccc(-c3cccc(C(F)(F)F)c3)o2)OCCO1	-3	-11	0	1	2	1	-86	-2
O=C(COC(=O)/C=C/c1ccc(Cl)cc1)Nc1ccccc1-c1ccccc1	-5	nt	nt	-1	7	nt	12	nt
Cc1ccc(S(=O)(=O)N2CCOCC2)cc1C(=O)Nc1ccccn1	-1	-8	-1	-1	10	6	23	-9
Cc1ccc(NC(=S)Nc2cccc3ccccc23)cc1F	5	93*	89*	-24	28	49	-389	89*
O=[N+]([O-])c1cccc(NC(=S)N2CCCC2)c1	-4	-5	-9	0	20	5	10	4
CCCN(CCC)Cc1c(C(=O)N/N=C/c2ccncc2)nnn1-c1nonc1N	2	0	-2	1	9	-5	14	3
CCN(CC)S(=O)(=O)c1cccc(NC(=O)COC(=O)CCC(=O)c2cccs2)c1	-3	-4	-2	2	0	0	2	3
O=[N+]([O-])c1cccc(CSc2nnc3ccccn23)c1	-7	18	4	2	10	7	13	2
CN(Cc1ccc(Cl)s1)C(=O)CCl	3	0	-18	1	-9	2	15	-3
Cc1cc(C)nc(NS(=O)(=O)c2ccc(NC(=O)CN3C(=O)C4CC=CCC4C3=O)cc2)n1 (stereo not drawn)	-5	-6	-3	-2	-19	2	6	4
CCOc1ccc(N(Cc2cc3cc(OC)ccc3[nH]c2=O)S(C)(=O)=O)cc1	-3	6	11	-5	5	9	-297	2
Cc1ccc(NC(=O)C(OC(=O)c2ccc(NC(N)=O)cc2)c2ccccc2)cc1Cl (stereo not drawn)	-4	3	12	-2	6	1	6	2
COc1ccc(C2NC(=O)NC(C)=C2C(=O)OCC2CCCCC2)cc1OC (stereo not drawn)	1	-14	12	0	-5	1	18	3
CC1(C)CC(N2CCN(C(c3ccccc3)c3ccccc3)CC2)=CC(=[N+]2CCCCC2)C1	-5	-2	-6	-14	16	14	20	2
O=C(Nc1ccccc1)c1nnn(Cc2ccccc2)c1NC(=O)C(F)(F)F	2	-7	-4	1	-16	1	1	-6
Cc1cc(SCn2nnc3ccccc3c2=O)nc2ccccc12	-6	-19	16	1	-12	-7	2	-11
Cc1cc(C)n(-c2ccc(NC(=O)C3CCCCN3C(=O)c3sccc3C)cc2)n1 (stereo not drawn)	-2	-9	9	-2	-4	1	-3	-10
Cc1ccc(CNC(=O)COC(=O)c2ccc(S(=O)(=O)N(C)C)cc2)cc1	-10	-11	4	1	3	5	4	-8
COc1ccccc1C(=O)COC(=O)C1CCN(S(=O)(=O)c2ccc(C)c(C)c2)CC1	1	-9	13	-2	7	-10	4	-5
Clc1ccc(-c2nnc(-c3ccccc3)o2)cn1	-2	nt	nt	0	14	nt	11	nt
COc1ccc(N(CC(=O)N2CCN(Cc3ccccc3)CC2)S(C)(=O)=O)cc1	-4	-18	-4	1	4	-17	14	-4
O=C(CNS(=O)(=O)c1ccccc1)N1CCN(C(=O)c2ccco2)CC1	-3	3	5	-1	9	0	12	-1
CN1CCCC1CCNc1ccc2oc3ccccc3c(=O)c2c1 (stereo not drawn)	5	0	9	nt	-4	0	nt	0
COc1ccc(N2CCN(S(=O)(=O)c3ccc4c(c3)NC(=O)C(C)S4)CC2)cc1 (stereo not drawn)	-3	-11	16	2	-1	-2	16	-11
C/C(=N/NC(=O)CNC(=O)c1ccncc1)c1ccc(Cl)cc1	-8	-15	-6	-1	0	7	14	-5
O=C(CS(=O)CC(=O)Nc1ccccc1-c1ccccc1)Nc1ccc(F)cc1 (stereo not drawn)	-2	15	1	0	12	4	9	0
CC(=O)N=Nc1[nH]c(N)c2ccccc12	-3	-5	-15	2	-1	7	7	1
Clc1ccc2c(c1)C1OCCC1C(c1ccco1)N2 (stereo not drawn)	13	15	13	3	31	-9	i	16
Cc1cc(C)cc(N2CCN(C(=O)N3CCOCC3)CC2)c1	1	-8	0	2	6	-3	16	-2
CCOc1cc(CN2CCCC(N3CCN(c4ccc(F)cc4)CC3)C2)ccc1OC (stereo not drawn)	3	-8	8	1	-12	-5	11	-9
COc1ccc(Cn2nc(C(=O)O)c3ccccc3c2=O)cc1F	0	-1	12	2	-6	-3	7	3
Cc1ccc2cc(CN(CC3CCCO3)C(=O)c3cccs3)c(=O)[nH]c2c1 (stereo not drawn)	-4	-13	4	0	8	3	-32	1
Cc1nn(-c2ccccc2)c(C)c1C(=O)OCC(N)=O	-6	2	-13	-1	23	2	7	2
Cc1ccc(S(=O)(=O)N(C)Cc2ccc(C(=O)N/N=C3\CCCC(=O)C3)cc2)cc1	-4	0	2	-26	19	3	-24	5
O=C(C1CCC(CNc2c(N3CCCCC3)c(=O)c2=O)CC1)N1CCc2ccccc2C1 (stereo not drawn)	1	-4	10	-2	10	-1	18	-7
CCOc1cccc(OCCCCN2CCOCC2)c1	-7	-7	4	2	-1	10	7	5
COc1ccc(N2C(=O)C3CCCN3C2c2ccccc2F)cc1 (stereo not drawn)	-5	7	6	0	-2	-9	12	3
CCn1c(SCc2cc(=O)[nH]c3ccccc23)nnc1C1CC1	-1	5	-2	-1	-2	0	21	-4
O=C(Nc1ccc(OC(F)F)cc1)c1ncc(Cl)c(Cl)c1Cl	-5	-14	15	1	3	14	20	4
Cc1ccc(-c2nn3c(C)nnc3s2)cc1NC(=O)c1ccc(-c2ccc(Cl)cc2Cl)o1	20	8	2	-10	-8	5	-345	5
CCCn1c(=O)cc(N)n(-c2ccc(OC(F)(F)F)cc2)c1=O	-6	-20	1	0	-3	-3	18	-3
O=C(N/N=C/c1ccncc1)c1nn(Cc2ccccc2)c(=O)c2ccccc12	-4	-14	-13	1	20	3	18	-11
CCOc1cc(/C=N/Nc2nc(N3CCCCC3)nc(N3CCCCC3)n2)ccc1OC(=O)c1ccco1	-4	-5	-5	1	1	0	7	0
Cc1[nH]c2ccc(C(=O)NCCCN3CCCCC3)cc2c1C	0	-6	1	-4	-17	-1	13	-12
COc1ccc(C(=O)Nc2c(Cl)cc(Cl)cc2C(=O)N2CCC(C)CC2)cc1	-7	-20	7	0	6	-13	4	-11
O=C(Cn1nc(-c2ccccc2)ccc1=O)NCCN1CCN(Cc2ccccc2)CC1	-6	-11	-29	1	-2	-2	9	-5
COc1ccc(/C=C(/NC(=O)c2ccccc2)C(=O)N2CCCC2)cc1OC	-5	-16	1	-6	-16	9	3	-2
CC(=O)N=c1sccn1CC(O)c1ccccc1 (stereo not drawn)	-2	23	2	4	-5	2	15	6
Next part.
SMILES	HKDC1 inhibitor	SENP6 block	Apaf1 inhib	SENP1 inh	PfG6PD inh	SENP7 inh	SENP8 block-1	SENP8 block-2
CCCCc1nnc(NC(=O)CCS(=O)(=O)c2ccc(Cl)cc2)s1	-4	-3	-5	0	-9	3	17	10
O=c1[nH]cnc2c1nnn2Cc1ccccc1	-6	-4	0	2	3	-1	24	-10
Cc1oc(-c2ccc(Cl)cc2)nc1CS(=O)CC(=O)NC1CC1 (stereo not drawn)	-1	1	-5	0	-1	-4	13	-6
CCCCn1nnnc1SCC(=O)Nc1cccc(C)n1	0	-16	-7	4	-3	2	8	5
COCCCN(C(=O)Cc1coc2cc(C)c(C)cc12)c1c(N)n(Cc2ccccc2)c(=O)[nH]c1=O	3	-2	6	-6	3	-3	4	2
Oc1[nH]c2ccccc2c1N=Nc1nc(Nc2ccccc2)nc(N2CCOCC2)n1	-1	-20	-1	6	-7	-8	29	2
COc1cc(OC)c(S(=O)(=O)Nc2ccccc2N2CCOCC2)cc1NC(C)=O	-6	-4	-3	-3	-11	-25	10	2
C=CCSc1nnc(-c2cc3c(-c4ccccc4)nn(C)c3s2)n1C	28	-12	24	1	34	-6	-182	-12
COc1cc(C(=O)Nc2ccc(F)cc2Cl)ccc1OCC(=O)N1CCOCC1	-3	-6	0	0	1	9	8	-1
COc1ccc2c(c1)C(=NN)c1cc(OC)ccc1-2	-4	0	7	2	17	5	13	1
CC(NC(=O)CCl)c1ccc(Cl)c(Cl)c1 (stereo not drawn)	-3	-8	3	2	-3	2	23	-6
Cc1ccc(Sc2nc(-c3ccccc3)ccc2C#N)cc1	-9	-7	-8	2	-10	-8	-76	-1
CCc1cc2ccc(C)cc2nc1SCC(=O)Nc1cc(C)on1	-5	0	-13	0	4	-6	16	-2
O=S(=O)(Nc1ccc(Cl)nn1)c1ccccc1	5	-16	-2	4	-29	-6	9	-1
COc1ccc(-n2c(C)cc(=O)[nH]c2=O)cc1	-2	11	-2	-1	-2	3	9	-2

Some of the entries so far, as a markdown table:
| SMILES | HKDC1 inhibitor | SENP6 block | Apaf1 inhib | SENP1 inh | PfG6PD inh | SENP7 inh | SENP8 block-1 | SENP8 block-2 |
| --- | --- | --- | --- | --- | --- | --- | --- | --- |
| C=CCSc1nnc(-c2cc3c(-c4ccccc4)nn(C)c3s2)n1C | 28 | -12 | 24 | 1 | 34 | -6 | -182 | -12 |
| COc1cc(OC)c(S(=O)(=O)Nc2ccccc2N2CCOCC2)cc1NC(C)=O | -6 | -4 | -3 | -3 | -11 | -25 | 10 | 2 |
| COc1cc(C(=O)Nc2ccc(F)cc2Cl)ccc1OCC(=O)N1CCOCC1 | -3 | -6 | 0 | 0 | 1 | 9 | 8 | -1 |
| Cc1oc(-c2ccc(Cl)cc2)nc1CS(=O)CC(=O)NC1CC1 (stereo not drawn) | -1 | 1 | -5 | 0 | -1 | -4 | 13 | -6 |

Compound activity as filed in PubChem.

Not a hit list; overall some 3.6% were active at least once.
